SKKanGAS inh: blocks kanamycin growth of S. pyogenes SKKanGAS strain; BacTiter-Glo, 6 h; inhibition, % at 7.5 µM; 300,000 tested, 1.3% active;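 active means mean replicate score, as percent of positive control median, at least 50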;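 further: strain carries kanamycin resistance gene driven by streptokinase promoter and grows in 40 µg/ml kanamycin; loss of luminescence reflects streptokinase promoter inhibition or plain growth inhibition; 0% = median of DMSO wells and 100% = positive control at its reference dose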
TRPC4 inh: blocks the mouse TRPC4 cation channel. B-score at 10 µM. HEK293 TRPC4beta/mu-opioid, DAMGO-evoked Fluo4 calcium flux; active compounds read low. 300,000 tested, 0.39% active. Q9QUQ5. AID 2247;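 active means B-score over 3 SD under the library average, no early fluorescence shift, positive overall ratio signal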
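Assay system: HEK293 cells with stable TRPC4beta plus mu-opioid receptor expression; Probe or stimulus: DAMGO in two steps, submaximal then maximal; Dosing: single-point compound dosing; Measured by: Fluo4 calcium-dye fluorescence, kinetic read; Read-out basis: B score from integrated Fluo4 fluorescence ratio.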
TRPC6 activator: mouse TRPC6 channel activation | Q61143 | HEK293-TRPC6 membrane potential dye fluorescence; active compounds read high | B-score at 10 µM | 310,000 tested, 0.13% active;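 active means B-score of the integrated fluorescence ratio above library mean plus 3 SD, and starting fluorescence ratio within library mean plus 5 SD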;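 further: higher score means more depolarization so channel activation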
TRPC4 PAM: TRPC4 (mouse) allosteric potentiation. Q9QUQ5. HEK293 TRPC4beta/mu-opioid, DAMGO EC20, Fluo-4 Ca2+ flux; active compounds read high. B-score at 10 µM. 310,000 tested, 0.42% active;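 active means B-score of calcium response area above 5 SD of library B-scores, with initial fluorescence ratio within 5 SD of library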;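 further: B-score of integrated fluorescence ratio over time as area under calcium response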
TMEM16A act: activators or potentiators of mouse TMEM16A chloride channel; Q8BHY3; HEK293 TMEM16A/YFP-H148Q/I152L, iodide quench fluorescence; active compounds read low; 340,000 tested, 0.3% active; B-score at 10 µM; AID 623877;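 active means fluorescence-ratio B-score plate-corrected deviation score at least 3 library SD below zero, with starting fluorescence score within 5 deviations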;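 further: channel opened by trigger with iodide after compound preincubation; score built on the fluorescence ratio of max minus min over baseline; more negative score means more quench and so TMEM16A activation or potentiation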
MrgX1 antag: human MrgX1 receptor antagonism, primary screen; 310,000 tested, 1.3% active; MRGX1-HEK293 calcium flux, Fluo-4, BAM8-22 antagonism; active compounds read low; B-score at 10 µM; AID 588676; Q96LB2;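 active means calcium-response B-score plate-corrected more than 3 library SD below zero, starting fluorescence within 5 deviations, no agonist response on first addition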;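 further: peak minus trough fluorescence over baseline after final BAM8-22 challenge near maximal dose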
Target sequence (Q96LB2 whole entry, looked up): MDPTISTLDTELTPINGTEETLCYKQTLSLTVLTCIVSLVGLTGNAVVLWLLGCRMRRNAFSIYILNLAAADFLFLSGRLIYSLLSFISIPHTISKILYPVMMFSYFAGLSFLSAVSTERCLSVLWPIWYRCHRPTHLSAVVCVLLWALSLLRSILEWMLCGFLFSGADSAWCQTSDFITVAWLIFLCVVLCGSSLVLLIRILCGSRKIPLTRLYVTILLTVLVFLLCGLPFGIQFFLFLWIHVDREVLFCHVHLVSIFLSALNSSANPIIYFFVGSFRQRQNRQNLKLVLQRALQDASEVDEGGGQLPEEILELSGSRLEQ
TRPC6 inh: mouse TRPC6 channel inhibition; Q61143; HEK293-TRPC6, membrane potential dye, ACh-evoked depolarization; active compounds read low; B-score at 10 µM; 310,000 tested, 1.1% active; AID 2553;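 active means B-score under library mean minus 3 SD, initial fluorescence not abnormally high, positive integrated signal ratio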;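 further: B-score derived from integrated fluorescence ratio over the kinetic read; more negative B-score means stronger inhibition of depolarization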
TRPC4 agonist: opens the mouse TRPC4 cation channel; Q9QUQ5; HEK293 TRPC4beta/mu-opioid, Fluo4 calcium fluorescence; active compounds read high; B-score at 10 µM; 310,000 tested, 0.49% active;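 active means B-score above 5 SD of library B-scores, and initial fluorescence ratio not above library mean plus 5 SD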;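 further: positive B-score marks a calcium rise read as TRPC4 activation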
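Technique: kinetic Fluo4 calcium fluorescence; Test system: TRPC4beta and mu-opioid receptor HEK293 stable cells; Measure: B-scored integrated calcium fluorescence ratio; Benchmarks: low control buffer alone, high control maximal DAMGO; Schedule: 45 min room-temperature Fluo4 loading, 110 s read.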
MrgX1 PAM: human MrgX1 positive allosteric modulation, primary screen; AID 588675; B-score at 10 µM; MrgX1-HEK293, Fluo-4 calcium flux, FDSS; active compounds read high; 310,000 tested, 0.63% active;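 active means plate-corrected calcium response at least 3 library SD above typical, normal starting fluorescence, not activating the receptor alone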;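 further: compound read alongside a low EC10 to EC30 dose of BAM8-22 agonist; peak minus trough fluorescence over baseline measured at the second addition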
MrgX1 agonist: agonists of human MrgX1 receptor; 310,000 tested, 0.44% active; AID 588627; B-score at 10 µM; Q96LB2; MrgX1-HEK293 cells, Fluo-4 calcium fluorescence, agonist mode; active compounds read high;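 active means calcium response B-score plate-corrected fluorescence ratio at least 3 library SD, with starting fluorescence B-score inside 5 SD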
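Material: HEK293 cells stably expressing human MrgX1 receptor | Quantity: 15,000 cells per well | Times: Cells plated overnight, dye loaded 0.5 h 37 °C, 0.5 h room temperature | Measured by: Kinetic Fluo-4 NW fluorescence of intracellular calcium | Control set: Positive and negative controls per plate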
TMEM16A inh: blocks the mouse calcium-activated chloride channel TMEM16A. Q8BHY3. HEK293 TMEM16A/YFP iodide influx fluorescence, ionomycin. normalized B-score (activity score, 25-100; higher = stronger inhibition) at 10 µM. 310,000 tested, 1.2% active. AID 588511;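 active means ratio plate-corrected score three or more library SD toward inhibition, starting fluorescence score within five deviations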;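 further: score derived from kinetic fluorescence span divided by baseline fluorescence per well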
Active calls of the source: *; i = inactive; · = not tested or not shown.

SMILES | SKKanGAS inh | TRPC4 inh | TRPC6 activator | TRPC4 PAM | TMEM16A act | MrgX1 antag | TRPC6 inh | TRPC4 agonist | MrgX1 PAM | MrgX1 agonist | TMEM16A inh
Cc1ccc(NC(=O)COC(=O)C2(c3ccc(Cl)cc3)CCCC2)cc1 | 18 | i | i | i | i | i | i | i | i | i | i
Cc1occc1-c1nnc(SCC(=O)Nc2ccccc2)n1C | 0 | i | i | i | i | i | i | i | i | i | i
COC(=O)C1(C(=O)OC)Sc2ccccc2C1=O | 2 | i | i | i | i | i | i | i | i | i | i
Cc1nc(-c2ccncc2)sc1C(=O)Nc1ccc(Br)cc1 | 6 | i | i | i | i | i | i | i | i | i | i
O=C(Nc1ccc(-c2cn3ccsc3n2)cc1)C1CCCC1 | 0 | i | i | i | i | i | i | i | i | i | i
Cc1ccc(-n2c(C)cc(C(=O)CSc3nncs3)c2C)cc1 | 0 | i | i | i | i | i | i | i | 7* | i | 100*
Cn1cccc1Cc1nnc(SCC(=O)NC2CCCCC2)n1CCc1ccccc1 | 2 | i | i | i | i | i | i | i | i | i | i
Oc1csc(Cc2nc(-c3ccccc3F)cs2)n1 | 4 | i | i | i | i | i | i | i | i | i | i
Cc1ccc(Cl)cc1NC(=O)C1CC(=O)Nc2ncnn21 (centres undefined) | -3 | i | i | i | i | i | i | i | i | i | i
Cc1c(C(=O)NCc2ccccc2)oc2c1C(=O)CCC2 | -8 | i | i | i | i | i | i | i | i | i | i
O=C(CSc1ccc(-c2cccnc2)nn1)c1ccc([N+](=O)[O-])cc1 | 1 | i | i | i | i | i | i | i | i | i | i
CCc1ccc(NC(=O)CSc2nnc(CNC(=O)c3cccs3)o2)cc1 | -3 | i | i | i | i | i | i | i | i | i | i
Cc1csc2nc(O)c(C(=O)NCCN3CCOCC3)c(=O)n12 | -2 | i | i | i | i | i | i | i | i | i | i
COc1ccc(Nc2ncc(C#N)c(N)n2)c(OC)c1 | 0 | i | i | i | i | i | i | i | i | i | i
CCCNC(=O)c1ccc(N2CCC3(CC2)CC(c2cccc(Br)c2)=NO3)c(N)c1 | · | · | · | · | i | i | · | · | i | i | i
CN(C)C(=O)c1ccc(-c2cc(C(F)(F)F)n(C)n2)s1 | -8 | i | i | i | i | i | i | i | i | i | i
CCn1c(CSc2nc(C)cc(C)n2)nnc1SCC(=O)Nc1cccc2ccccc12 | -8 | i | i | i | i | i | i | i | i | i | i
CC(C)(C)C(=O)Nc1ccc(C(=O)Nc2cccc(Oc3ccc(C(=O)O)c(C(=O)O)c3)c2)cc1 | 10 | i | i | i | i | i | i | i | i | i | i
COc1ccc(C(=O)Cc2ccc(OC)c(OC)c2)c(OC)c1 | 2 | i | i | i | i | i | i | i | i | i | i
Cc1cccc(CN2CCN(Cc3ccc4nonc4c3)CC2CCO)n1 (centres undefined) | 2 | i | i | i | i | i | i | i | i | i | i
CCC(C)NC(=O)CSc1nnc(-c2cc(-c3ccc(C)cc3)nc3ccccc23)n1N (centres undefined) | 13 | i | i | i | i | i | i | i | i | i | i
CNC(=S)NCc1ccc2[nH]c3c(c2c1)CCCC3 | -22 | i | i | i | i | i | i | i | i | i | i
COC(=O)/C=C1\S/C(=N/N=C/c2ccco2)NC1=O | -1 | i | i | i | i | i | i | i | i | i | i
COc1ccc(N(CC(=O)NCc2ccccc2)C(=O)CCC(=O)Nc2cc(C)ccn2)c(OC)c1 | -1 | i | i | i | i | i | i | i | i | i | i
Cc1ccc(C(C(=O)NC2CCCCC2)N(Cc2cccnc2)C(=O)c2csnn2)cc1 (centres undefined) | 0 | i | i | i | i | i | i | i | i | i | i
S=c1[nH]nc(COc2ccc(Cl)cc2)o1 | 6 | i | i | i | i | i | i | i | i | i | i
O=C(Nc1cccc(-c2csc(Nc3ccc(Cl)cc3)n2)c1)c1cccc(C(F)(F)F)c1 | 44 | i | i | i | i | i | i | i | i | i | i
O=c1oc2ccccc2c2oc3cc(O)c(O)cc3c12 | -6 | i | i | i | i | i | i | i | i | i | i
COc1ccc2oc(C(=O)OCC(=O)N3CCN(S(=O)(=O)c4ccc(C)cc4)CC3)c(C)c2c1 | 5 | i | i | i | i | i | i | i | i | i | i
Cc1ccc(C)c(NC(=O)c2cc(-c3ccccc3)nn2-c2ccccc2)c1 | -9 | i | i | i | i | i | i | i | i | i | i

Pulled by compound from the list above:
SMILES | SKKanGAS inh | TRPC4 inh | TRPC6 activator | TRPC4 PAM | TMEM16A act | MrgX1 antag | TRPC6 inh | TRPC4 agonist | MrgX1 PAM | MrgX1 agonist | TMEM16A inh
COc1ccc(N(CC(=O)NCc2ccccc2)C(=O)CCC(=O)Nc2cc(C)ccn2)c(OC)c1 | -1 | i | i | i | i | i | i | i | i | i | i
S=c1[nH]nc(COc2ccc(Cl)cc2)o1 | 6 | i | i | i | i | i | i | i | i | i | i

Further records.
SMILES | SKKanGAS inh | TRPC4 inh | TRPC6 activator | TRPC4 PAM | TMEM16A act | MrgX1 antag | TRPC6 inh | TRPC4 agonist | MrgX1 PAM | MrgX1 agonist | TMEM16A inh
Oc1cccc(/C=N/N=C/c2cccc(O)c2O)c1O | -1 | i | i | i | i | i | i | i | i | i | i
CCOC(=O)C1CCN(C(=O)CN(C)S(=O)(=O)c2ccc3c(c2)c(=O)n(C)c(=O)n3C)CC1 | -8 | i | i | i | i | i | i | i | i | i | i
O=C1CN(C(=O)COC(=O)/C=C/c2ccc(OC(F)F)cc2)c2ccccc2N1 | -8 | i | i | i | i | i | i | i | i | i | i
COc1cccc(CNC(=O)CCNS(=O)(=O)c2ccc3[nH]c(=O)oc3c2)c1 | 1 | i | i | i | i | i | i | i | i | i | i
CC(/C=C1\SC(=S)N(CCC(=O)Nc2ccccc2O)C1=O)=C\c1ccccc1 | 29 | i | i | i | i | i | i | i | i | i | i
CCOc1cc(CNC2CCCC2)cc(Cl)c1OCc1ccc(F)cc1 | -12 | i | i | i | i | i | i | i | i | i | i
CCN(C(=O)/C=C/c1ccc2c(c1)OCO2)c1ccccc1 | 0 | i | i | i | i | i | i | i | i | i | i
Cc1cc(S(=O)(=O)NC2CCCCC2)ccc1OCC(=O)NCC1CCCO1 (centres undefined) | 2 | i | i | i | i | i | i | i | i | i | i
CCC(c1nnnn1C(C)(C)CC)N(CCCN1CCOCC1)Cc1cc2cccc(C)c2[nH]c1=O (centres undefined) | 7 | i | i | i | i | i | i | i | i | i | i
Cc1cc(=O)[nH]c(N/N=C/c2ccc(OC(=O)c3ccco3)cc2)n1 | 4 | i | i | i | i | i | i | i | i | i | i
CCc1ccccc1NC1=NCC(=O)N1Cc1ccc2c(c1)OCO2 | 1 | i | i | i | i | i | i | i | i | i | i
CCN(CCCNC(=O)C1CCCN(S(=O)(=O)c2cnc[nH]2)C1)c1ccccc1 (centres undefined) | 0 | i | i | i | i | i | i | i | i | i | i
C/C(=N\NC(=O)c1nnn(-c2nonc2N)c1CN(C)c1ccccc1)c1cccc(O)c1 | 3 | i | i | i | i | i | i | i | i | i | i
NC(=O)c1nsc(C(=O)N(c2ccc(F)cc2)C(C(=O)NCC2CCCO2)c2ccc3ncccc3c2)c1N (centres undefined) | 2 | i | i | i | i | i | i | i | i | i | i
CCOc1cc(C(=O)NC2CC(C)(C)NC(C)(C)C2)cc(OCC)c1OCC | -2 | i | i | i | i | i | i | i | i | i | i
COc1ccc(NC(=O)CSc2ccccn2)cc1 | 6 | i | i | i | i | i | i | i | i | i | i
O=C(NCCCc1ccccc1)c1cncc(Br)c1 | 3 | i | i | i | i | i | i | i | i | i | i
N#CC1=C(N)Oc2cc(O)ccc2C1c1ccncc1 (centres undefined) | -1 | i | i | i | i | i | i | i | i | i | i
O=C(c1ccccc1)N(Nc1ccccc1)c1ccccc1 | -6 | i | i | i | i | i | i | i | i | i | i
COc1ccccc1CNC(=O)COC(=O)c1ccc(S(=O)(=O)N2CCCC2)cc1 | 11 | i | i | i | i | i | i | i | i | i | i
CCN(CC)CCCn1c2c(c(SCC(=O)Nc3nccs3)nc1=O)CCC2 | -4 | i | i | i | i | i | i | i | i | i | i
CC(C)Sc1nnc2n(CCc3ccccc3)c(=O)c3c4c(sc3n12)COC(C)(C)C4 | 18 | i | i | i | · | i | i | i | i | i | i
Cc1cccc(C(=O)NC2CCN(CC(=O)Nc3ccccc3Cl)CC2)c1 | 2 | i | i | i | i | i | i | i | i | i | i
O=C(OCC(=O)N(C1CCCCC1)C1CCCCC1)c1ccccc1O | 12 | i | i | i | i | i | i | i | i | i | i
CC(C)CC(=O)Nc1ccc(Oc2ccc(NC(=O)CC(C)C)cc2)cc1 | 4 | i | i | i | i | i | i | i | i | i | i
C/C=C/c1ccc(OCCCNC2CCCC2)c(OC)c1 | -4 | i | i | i | i | i | i | i | i | i | i
CC1CC(=O)Nc2ccccc2N1C(=O)Nc1ccc(F)cc1F (centres undefined) | 9 | i | i | i | i | i | i | i | i | i | i
C=CCNc1nc(Cl)nc(Nc2ccc(OC)cc2OC)n1 | 6 | i | i | i | i | i | i | i | i | i | i
CCOc1ccc(NC(=S)NC(=O)c2cncc(Br)c2)cc1 | 7 | i | i | i | i | i | i | i | i | i | i
Cc1ccc(OCC(=O)OC2CCS(=O)(=O)C2)cc1 (centres undefined) | 4 | i | i | i | i | i | i | i | i | i | i
COc1ccccc1CC1(C)NC(=O)N(CC(=O)N2CC(C)OC(C)C2)C1=O (centres undefined) | 7 | i | i | i | i | i | i | i | i | i | i
Cc1c(NC(=O)CN2C(=O)c3cccc4cccc2c34)c(=O)n(-c2ccccc2)n1C | -8 | i | i | i | i | i | i | i | i | i | i
Cc1ccc(NS(=O)(=O)c2c(C)[nH]c(C)c2C(=O)N2CCCCC2)cc1Cl | 33 | i | i | i | i | i | i | i | i | i | i
CCCn1c(SCC(=O)C(C)(C)C)nc2ccccc21 | -3 | i | i | i | i | i | i | i | i | i | i
CCN1CCN(C(=O)c2c(-c3c(Cl)cccc3Cl)noc2C)CC1 | -2 | i | i | i | i | i | i | i | i | i | i
CCOC(=O)N1N=C(CC)CC1(O)C(F)(F)F (centres undefined) | 0 | i | i | i | -11* | i | i | i | i | i | i
CC(C)c1ccc(NC(=O)NCc2ccc(F)cc2)cc1 | -1 | i | i | i | i | i | i | i | i | i | i
